# RSV CPE inhibition: RSV antiviral activity via CPE protection, HEp-2 cells, primary 10 µM value included (AID 2391) | CPE inhibition, % at 10 µM, or IC50 in µM where a hit was titrated | HEp-2 cells, RSV-induced CPE inhibition; higher % means a stronger effect | 310,000 compounds, 0.13% hits; in the data active = a potency from the dose series; also: strong numbers were not always called active
# Large T inhibition: SV40 large T antigen inhibitors, biochemical (AID 1903). SV40 large T antigen ATPase/helicase inhibition assay; higher % means a stronger effect. inhibition, % at 20 µM, or IC50 in µM where a hit was titrated. 310,000 compounds, 0.39% hits; in the data active = a potency from the dose series; also: strong numbers were not always called active
# CSM14.1 death rescue: rescue of cells from ER stress-induced death, primary screen, 384-well, CSM14.1, thapsigargin, ATP luminescence (AID 1222); cellular ATP content (survival), % at 20 µM, or EC50 in µM where a hit was titrated; CSM14.1 thapsigargin-induced death rescue, ATP luminescence; higher % means a stronger effect; 190,000 tested, under 10 active;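 active = EC50 below 50 µM in the dose-response confirmation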;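 also: death triggered by thapsigargin at about 15 µM added after 2 h compound pretreatment; cell ATP read after overnight thapsigargin exposure of roughly 18 to 22 hours; normalized against plate controls of thapsigargin alone and 5% DMSO vehicle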
# PMI inhibition: human PMI inhibitors, high substrate, primary screen, biochemical, fluorescence intensity, high mannose 6-phosphate (AID 1220). Mannose-6-phosphate isomerase (Homo sapiens). recombinant PMI enzyme, coupled fluorescence intensity; higher % means a stronger effect. inhibition, % at 20 µM, or IC50 in µM where a hit was titrated. 190,000 compounds, 0.66% hits
# TNAP activation fold: human TNAP enzyme activators, primary screen, biochemical, luminescent, no phosphate acceptor, uHTS (AID 1001); 200,000 compounds, 0.03% hits; activation fold at 20 µM; hits with a dose series show EC50 in µM; purified TNAP, luminescent activation assay, no phosphate acceptor; higher activation fold means a stronger effect; Alkaline phosphatase, tissue-nonspecific isozyme (Homo sapiens); in the data active = activation fold from about 3, or a potency from the dose series; inactive = the rest, 99 in 100 with activation fold below about 1.6; also: many of its hits are not listed in these tables
# PhoP inhibition: inhibitors of PhoP regulon expression, primary screen, Salmonella Typhimurium, GFP reporter (AID 1863); S. Typhimurium PhoP-regulated promoter GFP reporter, 4 h; higher % means a stronger effect; inhibition, % at 50 µM, or IC50 in µM where a hit was titrated; 300,000 compounds, 0.16% hits;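 active = inhibition over 29.93%, a cutoff 3 SD above the screen mean, later confirmed by dose response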;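 also: 0% = low Mg2+ inducing control and 100% = high Mg2+ repressing control; strong numbers were not always called active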
# PMI inhibitors: inhibitors of human PMI, primary screen, biochemical, fluorescence intensity, coupled assay (AID 1209). inhibition, % at 20 µM, or IC50 in µM where a hit was titrated. Mannose-6-phosphate isomerase (Homo sapiens). purified PMI enzyme, coupled fluorescence intensity; higher % means a stronger effect. 190,000 compounds, 0.42% hits;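 also: plate controls were DMSO vehicle for no effect and wells lacking substrate for full effect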
# West Nile antiviral: West Nile virus antiviral activity, cell-based, CPE readout (AID 1621); West Nile virus-infected cells, CPE inhibition; higher % means a stronger effect; CPE inhibition, % at 10 µM, or IC50 in µM where a hit was titrated; 290,000 compounds, 0.02% hits; in the data active = a potency from the dose series; also: strong numbers were not always called active
# Ins promoter up: insulin promoter activators in MIN6 cells, imaging, high-content screening, mouse beta cells; MIN6 insulin promoter-GFP reporter; active compounds read high; z-score at 5 µM; 190,000 compounds, 0.3% hits; AID 1625, 2009;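 active = z-score above 3 at 5 µM with at least 500 cells counted in the well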
# Ins promoter up cell count: further read-out of Ins promoter up, marked with its call; cell count; measured here: cytotoxicity, nuclei count;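 total cells summed across four imaged fields per well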
# An asterisk follows results filed as active; · = not tested or not shown. Rule as the data show it, unless noted: active = inhibition above about 50%; inactive = the rest. The order is random; about 1.5% have a hit in one of these screens.
SMILES,RSV CPE inhibition,Large T inhibition,CSM14.1 death rescue,PMI inhibition,TNAP activation fold,PhoP inhibition,PMI inhibitors,West Nile antiviral,Ins promoter up,Ins promoter up cell count
O=C(COC(=O)c1cnccn1)Nc1cccc2ccccc12,1.0%,-3%,-0.5%,-9%,1.1,0%,-16%,0.8%,-0.49,1148
COc1cccc(OCc2cc(C(=O)N3CCC(C(O)C(C)C)CC3)no2)c1 (stereo not given),0.1%,-6%,·,·,·,8%,·,-0.7%,·,·
COc1ccc(N2C(=O)CC(Nc3cccc(C(C)=O)c3)C2=O)cc1OC (stereo not given),0.5%,3%,-4.5%,-4%,1.2,-2%,-4%,0.9%,-0.19,906
Cn1nc(C(=O)NCc2ccccc2)cc1C(=O)NCc1ccccc1,1.8%,11%,·,·,·,-5%,·,-0.9%,·,·
N#CCCN1CCN(S(=O)(=O)c2ccc(S(=O)(=O)NC3CCCCC3)cc2)CC1,1.2%,1%,·,7%,1.1,1%,4%,-0.6%,0.35,1511
Cc1ccc(NNC(=O)C(O)(c2cccc(C(F)(F)F)c2)c2cccc(C(F)(F)F)c2)cc1,9.0%,8%,-0.7%,-73%,1,7%,-37%,10%,1.3,1329
Cn1c(=O)c2c(ncn2CC(=O)OCC(=O)Nc2ccc(Cl)cc2Cl)n(C)c1=O,1.3%,7%,-4.3%,-5%,1.1,-10%,1%,0.2%,·,·
Cc1noc2ncnc(Oc3ccccc3)c12,1.5%,-2%,-2.1%,9%,1.1,1%,8%,-0.1%,-0.63,1833
C=CCn1c(-c2cc(OC)c(OC)c(OC)c2)n[nH]c1=S,15%,11%,·,-2%,0.9,-8%,7%,0.3%,0.14,1223
Clc1ccc(C2C3=C(Nc4ncnn42)c2ccccc2CC3)cc1 (stereo not given),17%,1%,-1.4%,-24%,0.9,-3%,7%,-0.8%,·,·
Nn1cnnc1N/N=C/c1cc([N+](=O)[O-])c(Cl)cc1Cl,0.3%,0%,-4.7%,-35%,1.2,3%,-15%,·,·,·
CC(=O)Nc1ccc(NC(C)=C(C#N)C#N)cc1,1.6%,5%,-1.4%,-7%,1.1,10%,5%,-0.1%,-0.81,1473
C=C(C)c1ccc(C(C)(C)NC(=O)N(Cc2ccccc2)Cc2ccco2)cc1,0.5%,2%,-3.7%,16%,1.1,17%,23%,3.3%,0.09,1861
COc1ccc(C(=O)NC2CC(C)(C)Cc3c2cnn3-c2ccccc2C)c(OC)c1OC (stereo not given),5.5%,4%,·,·,·,-1%,·,1.3%,·,·
CC(C)(C)c1ccc(S(=O)(=O)Nc2ccc3c(c2)COC3=O)cc1,-0.8%,8%,0.2%,11%,1,-11%,13%,-0.8%,2.4,1557
O=C(Cn1nc(CNc2ccc(Cl)cc2)[n+]2c1CCCCC2)c1ccc(Cl)cc1,3.1%,15%,-3.2%,-10%,1,8%,-1%,0.5%,-0.46,1149
Cc1ccccc1CN1CCN(C(=O)c2ccc(F)cc2)CC1,0.9%,8%,·,·,·,-2%,·,-0.3%,·,·
CC1=C(C(N)=O)C(c2ccccn2)n2nc(-c3ccccc3Cl)nc2N1 (stereo not given),·,5%,·,3%,0.9,3%,3%,0.0%,-0.82,1663
C=CCN1C(=O)c2ccc(C(=O)NCCc3ccc(OC)c(OC)c3)cc2C1=O,1.4%,25%,·,·,·,-4%,·,0.4%,·,·
Cc1nc(-c2ccc(C(=O)Nc3cc(S(N)(=O)=O)ccc3C)cc2)cs1,7.7%,5%,·,·,·,1%,·,-0.7%,·,·
CC(=O)Nc1sc2c(c1C(c1ccccn1)N1CCN(C)CC1)CCCC2 (stereo not given),0.1%,4%,-0.7%,8%,1.1,6%,-2%,-0.3%,-0.45,1322
O=C(c1ccc(Cl)c(S(=O)(=O)N2CCCCCC2)c1)N1CCCC1,-0.3%,6%,·,·,·,-7%,·,-0.2%,-0.42,1028
O=c1c2cccnc2[nH]c(=S)n1CCC1=CCCCC1,0.9%,3%,-1.5%,6%,1.2,7%,6%,-0.1%,0.6,1481
COC(=O)c1cc(C(=O)OC)cc(N2C(=O)CC(NNC(=O)c3ccc(C)cc3)C2=O)c1 (stereo not given),3.2%,2%,-3.3%,-8%,1.1,-8%,-12%,0.3%,0.07,1042
COc1ccccc1N1CCN(C(=O)c2cccc(N3C(=O)NC4CC3(C)Oc3c(OC)cccc34)c2)CC1 (stereo not given),-0.3%,15%,·,·,·,13%,·,0.5%,·,·

# Laid out differently: three of the compounds above.
molecule | RSV CPE inhibition | Large T inhibition | CSM14.1 death rescue | PMI inhibition | TNAP activation fold | PhoP inhibition | PMI inhibitors | West Nile antiviral | Ins promoter up | Ins promoter up cell count
COc1ccccc1N1CCN(C(=O)c2cccc(N3C(=O)NC4CC3(C)Oc3c(OC)cccc34)c2)CC1 (stereo not given) | -0.3% | 15% | · | · | · | 13% | · | 0.5% | · | ·
C=CCn1c(-c2cc(OC)c(OC)c(OC)c2)n[nH]c1=S | 15% | 11% | · | -2% | 0.9 | -8% | 7% | 0.3% | 0.14 | 1223
Cc1ccccc1CN1CCN(C(=O)c2ccc(F)cc2)CC1 | 0.9% | 8% | · | · | · | -2% | · | -0.3% | · | ·

# Next section
SMILES,RSV CPE inhibition,Large T inhibition,CSM14.1 death rescue,PMI inhibition,TNAP activation fold,PhoP inhibition,PMI inhibitors,West Nile antiviral,Ins promoter up,Ins promoter up cell count
COCCCn1c(C(=O)NCCC2=CCCCC2)cc2c(=O)n3cccc(C)c3nc21,3.3%,0%,·,·,·,-5%,·,0.2%,·,·
Nc1ccc(Oc2ccc3c(c2)OCO3)cc1,-1.2%,25%,·,3%,1.1,7%,-3%,0.2%,0.13,1148
O=C(CCN1CCN(C(c2ccccc2)c2ccccc2)CC1)N/N=C/c1ccc(O)cc1,2.6%,19%,-0.5%,-1%,1.1,14%,8%,-0.5%,-0.53,1494
CCn1c(=O)c(=O)[nH]c2cc(C(=O)NC3CC3)ccc21,2.9%,12%,-1.8%,2%,1.1,4%,-10%,-0.1%,0.08,1379
Cc1[nH]c(C)c(S(=O)(=O)N2c3ccccc3CC2C)c1C(=O)N1CCCCC1 (stereo not given),1.8%,15%,·,·,·,-7%,·,-0.2%,·,·
Cn1ncc([N+](=O)[O-])c1C(=O)Nc1ccn(Cc2ccccc2F)n1,-1.1%,13%,0.1%,-2%,1.1,0%,4%,-0.4%,-0.53,1388
COc1cc(C(=O)NCCc2cn3ccccc3n2)cc(OC)c1OC,1.1%,7%,0.7%,10%,1,2%,8%,0.1%,-0.5,1673
CC(=O)NC1C(=O)N=C(SCC(=O)Nc2c(C)cccc2C)NC1=O (stereo not given),1.9%,12%,0.3%,-3%,1.1,4%,-8%,0.7%,0,1347
COc1ccc(NC(=O)CN2CCC(n3c(C)nc4cc(F)ccc43)CC2)c(OC)c1,3.0%,6%,0.8%,24%,1.1,14%,20%,·,-0.94,893
C=CCN1C=C2C(=O)C(C)(OC(=O)c3cnc4ccccc4n3)C(=O)C=C2C=C1/C=C/COC (stereo not given),0.8%,22%,·,·,·,5%,·,0.6%,·,·
O=C(CNC(=O)c1ccco1)OCC(=O)c1ccc(Br)cc1,1.1%,3%,·,·,·,1%,·,0.8%,·,·
CCOC(=O)CNC(=O)CSc1nc2cccnc2n1CC,0.9%,-43%,-2.7%,-16%,1.1,4%,-13%,0.2%,·,·
Fc1cccc(NC(=S)NCCN2CCOCC2)c1,1.1%,1%,0.1%,2%,1.1,9%,3%,0.2%,0.11,1257
Cc1ccccc1NC(=O)Cc1nc(COC(=O)CNS(=O)(=O)c2cccc(Br)c2)cs1,3.4%,8%,·,·,·,3%,·,0.3%,·,·
Oc1cc2c(cc1C(c1ccc(Cl)c(Cl)c1)N1CCCC1)OCO2 (stereo not given),·,14%,0.3%,60%*,1.1,-6%,24%,-0.8%,-0.44,1571
Cc1ccc2c(c1)N(CC(=O)O)C(=O)CO2,-0.4%,15%,-2.1%,-5%,1.1,-21%,-1%,0.1%,-0.56,1428
CC(/C=C/c1ccccc1)=N\Nc1nc2c(c(=O)[nH]c(=O)n2C)n1CCO,2.5%,14%,·,·,·,1%,·,0.0%,0.43,1019
Nc1ncnc2c1ncn2[C@@H]1O[C@H](CO)[C@@H](O)[C@H]1O,0.8%,14%,-1.4%,-6%,1.1,4%,-4%,-0.1%,·,·
O=C(Nc1nnc(-c2cccs2)o1)c1ccc(S(=O)(=O)N2CCOCC2)cc1,-0.9%,-6%,-0.3%,-16%,1.2,-3%,-7%,-1.8%,-0.43,1662
CC(=O)C1C(c2ccc(Cl)cc2)c2c(n[nH]c2C)CC1(C)O (stereo not given),-0.7%,9%,1.3%,7%,1.2,-3%,10%,-0.2%,0.26,1329
O=C(Nc1nc(-c2ccccc2)cs1)C1CCCCN1S(=O)(=O)c1ccccc1 (stereo not given),10%,11%,5.3%,2%,1,-14%,14%,-0.3%,-0.33,1166
Cc1ccc(-n2[nH]c(C)c(/C=N/c3cccc(C)n3)c2=O)cc1,0.1%,8%,·,·,·,-1%,·,-0.3%,-0.08,1038
Cc1c(C(=O)OCC(=O)NCC2CCCO2)cccc1[N+](=O)[O-] (stereo not given),-0.8%,0%,-1.3%,-4%,1.1,3%,-8%,0.3%,0.11,1213
Cc1ccccc1-n1c(SCc2c(C)noc2C)nnc1-c1cccnc1,-0.9%,16%,-1.1%,5%,1.1,5%,1%,0.4%,1.5,1183
Cc1nn(C(=O)CCC(=O)NCCc2ccccc2)c2ccccc12,0.3%,1%,·,·,·,-3%,·,0.5%,·,·
SMILES,RSV CPE inhibition,Large T inhibition,CSM14.1 death rescue,PMI inhibition,TNAP activation fold,PhoP inhibition,PMI inhibitors,West Nile antiviral,Ins promoter up,Ins promoter up cell count
CCOC(=O)COc1c(Br)cc(/C=C2\SC(=O)N(CC(=O)N3CCCC3)C2=O)cc1OC,0.1%,14%,0.6%,4%,1.1,5%,5%,·,-0.2,978
Cc1ccc(C)c(N2CCN(C(=O)CCS(=O)(=O)c3cccc4nonc34)CC2)c1,1.9%,4%,·,-58%,1.1,0%,-29%,1.9%,-1.1,1222
COc1ccc(NC(=S)NC23CN4CN(CN(C4)C2)C3)cc1,1.0%,9%,-1.6%,16%,1.1,0%,4%,-0.1%,0.09,1185
Cc1ccc(S(=O)(=O)N(C)c2cc(S(=O)(=O)N3CCOCC3)c(C)cc2C)cc1,3.8%,8%,·,·,·,5%,·,-0.8%,·,·
O=C1CCC[C@H]2c3[nH]c4ccccc4c3CCN12,1.7%,3%,·,·,·,7%,·,-0.1%,·,·
O=C(NNS(=O)(=O)c1ccccc1)c1ccccc1-n1cccc1,1.4%,11%,·,·,·,-6%,·,-0.3%,·,·
CC(C)c1nc(C#N)c(NN)o1,3.5%,17%,·,·,·,-2%,·,0.4%,0.16,1108
Cn1c(=O)n(C)c2cc(NS(=O)(=O)c3cccs3)ccc21,-1.5%,26%,-3.5%,40%,1,-4%,26%,-0.4%,0.49,1121
O=C(CCc1ccc(S(=O)(=O)N2CCCCC2)cc1)c1nnc(-c2ccccc2)o1,2.2%,-6%,0.9%,10%,1,-6%,10%,-0.1%,·,·
c1ccc(Nc2ncnc3[nH]ncc23)cc1,2.1%,15%,·,·,·,2%,·,0.5%,0.04,1163

# PMI inhibition, what is marked active above.
compound | RSV CPE inhibition | Large T inhibition | PMI inhibition | TNAP activation fold | PhoP inhibition | PMI inhibitors | West Nile antiviral
Oc1cc2c(cc1C(c1ccc(Cl)c(Cl)c1)N1CCCC1)OCO2 (stereo not given) | · | 14% | 60%* | 1.1 | -6% | 24% | -0.8%

# From PubChem BioAssay
